TcdB GH inh: blocks C. difficile toxin B glycohydrolase activity | P18177 | AID 652162 | TcdB glycohydrolase enzymatic assay, plate reader | inhibition, % at 9.99 µM | hit rate 0.24% among 350,000; in the data active means inhibition above about 10%
CCHFV vOTU inh: blocks the CCHF virus ovarian tumor domain protease. hit rate 0.55% among 370,000. inhibition, % at 11.5 µM. CCHFV vOTU protease, Pep-AMC fluorescence; in the data active means inhibition above about 30%; further: 0% = vehicle wells with enzyme and 100% = no enzyme wells
PrPC TRFRET: reduces human prion protein on the cell surface. hit rate 0.43% among 370,000. inhibition, % at 13.8 µM. cell surface PrPC, TR-FRET read-out. P04156; in the data active means inhibition above about 24%; further: 0% = median of the test wells and 100% = reference compound wells
BoNT F protease: BoNT F light chain protease inhibition. Multiplex microsphere protease cleavage assay, flow cytometry. inhibition, % at 10 µM. hit rate 0.22% among 360,000; in the data active means inhibition above about 35%, passing the limit was not always enough; inconclusive means no clear call, values can overlap the other calls; further: plate controls were buffer without enzyme for full effect and enzyme alone for no effect
FadD28 binding: M. tuberculosis FadD28 bisubstrate binding inhibition | AID 588549 | FadD28 bisubstrate probe binding, fluorescence polarization | inhibition, % at 12.5 µM | hit rate 0.22% among 360,000; in the data active means inhibition above about 8.5%, passing the limit was not always enough; inconclusive means no clear call, values can overlap the other calls
Anthrax LF prot: anthrax lethal factor protease inhibition. hit rate 0.12% among 360,000. AID 588501. multiplex microsphere protease cleavage assay, LF. inhibition, % at 10 µM; further: plate controls were buffer without enzyme for full effect and enzyme alone for no effect
PfHsp40 yeast: restores yeast growth despite PfHsp40 toxicity; growth rescue, % at 12.5 µM; AID 504582; S. cerevisiae expressing PfHsp40, growth rescue, ATP luminescence; hit rate 0.68% among 340,000; in the data active means growth rescue above about 28%, passing the limit was not always enough; inconclusive means no clear call, values can overlap the other calls;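 further: yeast W303a lacking pdr1 and pdr3 grown in galactose medium; growth measured after three days at 30 °C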
Y pestis TopoI: Y. pestis Topo-I inhibition via cleavage products | Y. pestis Topo-I cleavage product accumulation, plate reader | hit rate 0.064% among 360,000 | activity, % at 10 µM; in the data active means activity above about 50%, passing the limit was not always enough; inconclusive means no clear call, values can overlap the other calls; further: inactives centre near 2
BoNT-A LC inh2: BoNT A light chain protease inhibition | multiplex microsphere protease substrate cleavage, flow cytometry | inhibition, % at 10 µM | hit rate 0.17% among 360,000; further: plate controls were buffer without enzyme for full effect and enzyme alone for no effect
* hit, by the source's call; ? = inconclusive; nt = not tested or not shown; & = joins results of further samples. Unless noted, no stated cut-off is given here; in the data, active means inhibition above about 30%; inconclusive means no clear call, values can overlap the other calls; inactive means below that.

Values run as follows: TcdB GH inh | CCHFV vOTU inh | PrPC TRFRET | BoNT F protease | FadD28 binding | Anthrax LF prot | PfHsp40 yeast | Y pestis TopoI | BoNT-A LC inh2
> O=C(CSc1nc(-c2ccc(F)cc2)cs1)NCCN1C(=O)CSC1=O
→ 2.1 | 20 | -7 | -8 | -2.3 | -7 | 3.3 | -1 | -1.1
> CCOC(=O)Cc1csc(NC(=O)CN(C)S(=O)(=O)c2ccc3c(c2)CCC(=O)N3)n1
→ 0.1 | -2 | -2 | -8 | -3.0 | 0 | 12 | -5 | -0.8
> O=C(CN1CCOCC1)Nc1ccc(C2CCCCC2)cc1
→ nt | -10 | -2 | -16 | -0.8 | -2 | 3.9 | 6 | -0.9
> CC(=O)Nc1ccc(NC(=O)c2c(C)nn(Cc3ccccc3Cl)c2C)cc1
→ 1.1 | 0 | 1 | -23 | -2.7 | -10 | -0.2 | 3 | -2.7
> CCN(CC(=O)NC(C)(C)C)Cc1nc2c(Br)cc(Br)cc2c(=O)[nH]1
→ 1.6 | 10 | 7 | 0 | -5.5 | 7 | 5.0 | 29 | -1.1
> c1ccc(C2=Nn3c(nnc3-c3ccccn3)SC2)cc1
→ nt | 3 | 4 | -7 | -1.3 | 2 | -0.2 | 0 | 0.8
> O=C(Nc1cccc2c1CCCC2)c1ccccc1Br
→ 0.6 | 7 | -6 | -2 | -4.9 | -1 | 0.5 | 9 | 0.2
> O=C(Nc1cc(=O)c2ccccc2o1)N1CCOCC1
→ nt | -4 | 11 | 5 | -0.2 | ? | -1.3 | 8 | 1.8
> O=C(CSc1ncnc2ccccc12)Nc1ccc2c(c1)OCCO2
→ 2.8 | 18 | 40* | -5 | -2.0 | -4 | 0.6 | -11 | -0.7
> O=C(CCC(=O)OCC(=O)c1ccccc1)NC1CCCCC1
→ nt | 13 | -2 | -7 | -0.4 | -1 | -0.6 | 1 | -0.1
> C/C(=N\NC(=O)c1sccc1C)c1cccnc1
→ 2.5 | -2 | -4 | 3 | -4.9 | -2 | 0.9 | -6 | 0.1
> COc1cccc(Nc2c(Nc3cccc(OC)c3)c(=O)c2=O)c1
→ 0.7 | 6 | 8 | 9 | 0.8 | 5 | -1.3 | 4 | 3.7
> CC1(C)C2CCC1(C)C(Nc1ccccc1)C2 (stereo not drawn)
→ 0.4 | 2 | -4 | -6 | -2.9 | -1 | 1.2 | 6 | -0.5
> Cc1ccc(NC(=O)C2CCN(S(=O)(=O)c3ccc4c(c3)NC(=O)C(C)S4)CC2)cc1Cl (stereo not drawn)
→ 0.8 | 2 | 16 | nt | 5.5 | nt | -1.9 | 23 | nt
> COc1cccc(CC(=O)Nc2cc(C(F)(F)F)ccc2N2CCCC2)c1
→ 1.2 | 19 | -3 | 1 | -1.4 | -6 | -1.9 | 26 | 4.7
> Cc1ccc(/C=C2/NC(=O)N(Cc3ccccc3)C2=O)o1
→ nt | 9 | 3 | -4 | -4.2 | -1 | 1.1 | 1 | 2.0
> O=C(O)C1C2CCC(O2)C1C(=O)NC1CCCCC1 (stereo not drawn)
→ 1.1 | 9 | -1 | -5 | 0.9 | -1 | -2.2 | 5 | -0.1
> Cc1ccc2nc3c(cc(C(=O)NC4CCCC4)c(=N)n3C3CCCCC3)c(=O)n2c1
→ -0.5 | -75 | -21 | 6 | nt | 9 | ? | 16 | 3.7
> CCc1cccc(CC)c1NC(=O)COC(=O)CC1c2ccccc2CCN1S(=O)(=O)c1ccc(F)cc1 (stereo not drawn)
→ -2.8 | 2 | 11 | -4 | -0.6 | 2 | 1.9 | 16 | -0.2
> COC(=O)c1cc(NC(=O)CN2CCOCC2)cc(C(=O)OC)c1
→ nt | 6 | -1 | -9 | -2.2 | -3 | -0.4 | 2 | 0.7
> CCOC(=O)[C@@H]1[C@H]2COc3ccc(Br)cc3[C@H]2N2C(=O)N(c3ccc(C)cc3)C(=O)[C@@]12C
→ 1.1 | 5 | 1 | -2 | -4.4 | -6 | -1.0 | 9 | -0.4
> Cc1c(NC(=O)C(C)OC(=O)c2cccnc2)c(=O)n(-c2ccccc2)n1C (stereo not drawn)
→ -0.4 | 11 | 8 | -24 | 0.1 | -1 | -0.7 | -6 | -1.9
> O=S1(=O)CC(N2CCCCC2)CN1CCc1ccccc1 (stereo not drawn)
→ -0.5 | 8 | 1 | -15 | -1.8 | -8 | nt | nt | -0.8
> CC1CCc2onc(C(=O)O)c2C1 (stereo not drawn)
→ 1.1 | -11 | -5 | -4 | -2.1 | -6 | -0.8 | -10 | 0.7
> Cc1cccc(NC(=O)NC2(C)CCS(=O)(=O)C2)c1 (stereo not drawn)
→ -2.5 | 2 | 8 | 3 | 0.4 | 2 | -1.6 | 1 | 0.9
> COC(=O)C1=C(C(=O)OC)[C@@H]2N(Cc3ccccc3)c3ccccc3[C@@]23C[C@@H](C(=O)OC)N(C(=O)NC2CCCCC2)C3=N1
→ -0.2 | -11 | 0 | -1 | -0.4 | -4 | 2.1 | -4 | -0.4
> Cc1ccc(C)c(NC(=O)COC(=O)c2c(-c3ccccc3)noc2C)c1
→ 1.1 | 6 | 5 | -4 | -0.5 | -3 | nt | -6 | 0.0
> Cc1ccc(CCCOC(=O)C[N+]2(C)CCCC2)cc1
→ -0.8 | 4 | 0 | -1 | -0.5 | -2 | 0.1 | -4 | -0.8
> CCC(=O)Nc1nc(C)c(C(=O)Nc2cccc(Cl)c2)s1
→ 0.0 | 3 | 13 | 2 | -1.1 | -8 | 68* | -5 | -4.1
> CCN(C[C@H]1N[C@@](CC)(C(=O)OC)[C@H]2C(=O)N(C)C(=O)[C@@H]12)C(=O)c1ccccc1
→ -0.1 | -4 | -2 | -8 | 1.3 | 2 | 2.0 | -8 | -0.6

Look-ups from the list.
Reading of O=C(O)C1C2CCC(O2)C1C(=O)NC1CCCCC1 (stereo not drawn) in BoNT-A LC inh2: -0.1
Reading of Cc1ccc(C)c(NC(=O)COC(=O)c2c(-c3ccccc3)noc2C)c1 in TcdB GH inh: 1.1

The results go on.
Values run as follows: TcdB GH inh | CCHFV vOTU inh | PrPC TRFRET | BoNT F protease | FadD28 binding | Anthrax LF prot | PfHsp40 yeast | Y pestis TopoI | BoNT-A LC inh2
> CCc1sc(C(=O)Nc2ccc3c(c2)OCO3)cc1C
→ 1.0 | 3 | 6 | -4 | -1.5 | 2 | -1.8 | -11 | 1.1
> CCOc1ccc(C(=O)NN2C(=S)NC(C)(C)C=C2C)cc1
→ -2.2 | 23 | 5 | 4 | 0.8 | -3 | 1.6 | 9 | 0.1
> CCOc1ccc(NC(=O)c2cccc3ccccc23)cc1
→ 0.0 | -5 | 0 | ? | -3.5 | -6 | -1.3 | -18 | 3.1
> COc1ccccc1-n1c(SCC(=O)c2ccc(O)cc2O)nc2cc([N+](=O)[O-])ccc21
→ 2.0 | 5 | -4 | -4 | -3.7 | 0 | 0.6 | 1 | 0.1
> O=S(=O)(c1ccc(F)cc1)N1CCCN(c2nccc(C(F)(F)F)n2)CC1
→ 1.2 | 2 | -2 | ? | -1.5 | 3 | -1.2 | 1 | 1.5
> Cc1ccc(C)c(N2CCN(C(=O)CCCCn3c(=O)[nH]c4ccccc4c3=O)CC2)c1
→ nt | 0 | -3 | -4 | -5.6 | -2 | 4.2 | 18 | -1.2
> COc1ccc(NC(=O)COC(=O)CC2CCCCC2)cc1
→ -5.6 | -4 | 5 | -10 | 0.6 | 0 | 3.2 | 14 | -0.2
> COc1ccc(NC(=O)COc2ccc3c(c2)CCC3)cc1S(N)(=O)=O
→ 0.7 | -5 | 3 | -6 | -2.0 | 3 | 2.1 | -1 | -0.8
> O=C(/C=C/c1ccc(O)c(O)c1)c1ccc(S(=O)(=O)N2CCCCCC2)cc1
→ -2.1 | 6 | 15 | -18 | 0.3 | 0 | -0.4 | -8 | 3.1
> Cc1nc(N2CCCCC2)c2c(C)c(C(=O)Nc3ccccc3C(F)(F)F)sc2n1
→ 0.9 | 13 | 1 | -7 | -1.0 | 0 | 0.3 | 31 | 0.2
> Cc1ccc(NC(=O)c2c(-c3ccccc3)noc2C)nc1
→ nt | -7 | -1 | 3 | 0.1 | -1 | 2.3 | 2 | 0.7
> CC(C)[C@H](NC(N)=O)C(=O)NNC(=O)COc1cccc(C(F)(F)F)c1
→ 1.3 | -7 | 4 | -1 | -4.4 | 0 | -0.9 | 12 | 0.5
> Cc1nn(-c2ccccc2)c(C)c1/C=N/N1CCN(c2ccccc2)CC1
→ -0.6 | nt | nt | -6 | -1.6 | -6 | 2.1 | 8 | -1.8
> COc1ccc(C(=O)NCCCCCC(=O)N/N=C/c2ccco2)cc1OC
→ nt | 5 | 3 | 1 | -2.6 | 0 | 0.1 | -4 | 0.1
> CCC(=O)Nc1cccc(NC(=O)CSc2nnc(-c3ccc(NS(C)(=O)=O)cc3)n2CC)c1
→ nt | -5 | 1 | 7 | -0.6 | -1 | 1.5 | 4 | 2.0
> CCCCOc1ccc(S(=O)(=O)N2CCCCC2)cc1
→ 1.3 | 3 | 3 | 0 | -0.1 | -10 | -1.5 | 26 | -1.4
> CCOc1ccc(N2C(=O)/C(=C/c3cc(OC)c(OC)c(OC)c3)N(CC(=O)OC)C2=S)cc1
→ nt | 3 | -6 | ? | -3.8 | 12 | 2.0 | 15 | 9.5
> CC(C)c1ccc(NC(=O)c2ccc3c(c2)CCN3S(C)(=O)=O)cc1
→ 5.2 | 9 | 0 | -9 | nt | -11 | -0.4 | 12 | -3.2
> CC/C(C)=C1\SC(N2CCN(C(C)=O)CC2)=NC1=O
→ nt | -2 | -6 | -1 | -1.8 | 2 | -0.2 | -2 | 0.8
> COCC(=O)Nc1nnc(C2CCCCC2)s1
→ nt | -26 | -7 | 9 | 0.8 | -2 | -1.1 | 10 | -0.4
> Cc1ccc(S(=O)(=O)NN2C(=O)c3ccccc3NC2(C)C)cc1
→ 0.2 | -91 | 9 | 1 | -4.0 | -1 | 0.1 | -2 | -0.3
> CCCOc1ccc(C(CC(=O)O)NC(=O)C(c2ccccc2)c2ccccc2)cc1 (stereo not drawn)
→ 1.3 | 12 | 4 | -11 | -2.8 | -7 | 0.8 | -8 | -1.1
> Cc1ccccc1COC(=O)CCCC1=NS(=O)(=O)c2ccccc2N1
→ -0.2 | 8 | 7 | 4 | -5.3 | -2 | 0.6 | -4 | 0.1
> CC(C)Oc1ccc(C(=O)Nc2ccc3c(c2)n(C)c(=O)n3C)cc1
→ 1.6 | 4 | 8 | -10 | -2.7 | 2 | 3.1 | 3 | -1.5
> Cc1ccccc1NC(=O)CSc1nc2c(c(-c3ccco3)c1C#N)CCCC2
→ 0.8 | nt | nt | 0 | 0.0 | 0 | -1.2 | 1 | -0.5
> C[C@H](CO)N1C[C@H](C)[C@@H](CN(C)S(=O)(=O)c2cccs2)Oc2ccc(NS(=O)(=O)c3cn(C)cn3)cc2C1=O
→ 0.0&0.1 | 4 | -5 | -6 | -4.4 | -7 | -0.6 | 13 | -0.4

5 compounds drawn at random from those above, as already listed:
Values run as follows: TcdB GH inh | CCHFV vOTU inh | PrPC TRFRET | BoNT F protease | FadD28 binding | Anthrax LF prot | PfHsp40 yeast | Y pestis TopoI | BoNT-A LC inh2
> O=S(=O)(c1ccc(F)cc1)N1CCCN(c2nccc(C(F)(F)F)n2)CC1
→ 1.2 | 2 | -2 | ? | -1.5 | 3 | -1.2 | 1 | 1.5
> CCCCOc1ccc(S(=O)(=O)N2CCCCC2)cc1
→ 1.3 | 3 | 3 | 0 | -0.1 | -10 | -1.5 | 26 | -1.4
> CCc1sc(C(=O)Nc2ccc3c(c2)OCO3)cc1C
→ 1.0 | 3 | 6 | -4 | -1.5 | 2 | -1.8 | -11 | 1.1
> CC/C(C)=C1\SC(N2CCN(C(C)=O)CC2)=NC1=O
→ nt | -2 | -6 | -1 | -1.8 | 2 | -0.2 | -2 | 0.8
> CC(C)[C@H](NC(N)=O)C(=O)NNC(=O)COc1cccc(C(F)(F)F)c1
→ 1.3 | -7 | 4 | -1 | -4.4 | 0 | -0.9 | 12 | 0.5

Bioassay records deposited in PubChem by several laboratories.
